INS promoter inh = TRM-6 insulin promoter activity inhibition; TRM-6 cells (human fetal islet line), insulin promoter-eGFP reporter, imaging; reporter expression induced with tamoxifen; inhibition, % at 2 µM; 0.9% of 130,000 active;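 active means inhibition above the mean plus 3 SD, with well images judged a real hit on visual review, cut at about 60% in these data, passing the limit was not always enough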
sdo1 growth = restores growth of sdo1-depleted yeast | AID 817 | 0.21% of 140,000 active | z-score at 10 µM | S. cerevisiae sdo1-depleted JHY4D growth rescue, OD600 30 h; stronger effect = higher value; pdr5 snq2 efflux-pump mutant strain;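 active means z-score above 3 at both the 24 hr and the 30 hr optical density reads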;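 further: z-score against mean and SD of all compound wells on the same plate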
sdo1 growth Rescue 24 h = recorded beside sdo1 growth, whose call it bears; z-score; S. cerevisiae sdo1-depleted JHY4D growth rescue, OD600; measured here: growth rescue at 24 h;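 0 is the plate mean of compound wells and units are plate SD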
* hit, by the source's call; i = inactive; · = no result given. A portion of the library; count on the stated rates, not on these rows.

SMILES	INS promoter inh	sdo1 growth	sdo1 growth Rescue 24 h
O=C(O)c1ccc(-n2c(-c3cc(-c4ccco4)[nH]n3)n[nH]c2=S)cc1	-53	-0.64	-1.2
COc1ccccc1-n1c(C)nc(=O)c(-c2ccccc2)c1C	32	0.94	0.59
C/C=C/Cn1c(SCCCc2ccccc2)nc2c1c(=O)[nH]c(=O)n2C	·	-2.1	-1.5
O=C(CCSc1ccccc1)NCc1cccnc1	10	0.22	-0.48
CCOc1c(Br)cc(/C=C2/SC(=O)N(CC(=O)N3CCCC3)C2=O)cc1OC	·	1.4	2
COc1ccccc1N1CCN(C(=O)C(C)N(c2ccc(C)cc2)S(C)(=O)=O)CC1 (configuration not stated)	-3	0.52	-0.02
COc1ccc(/C=C(/NC(=O)c2ccc([N+](=O)[O-])cc2)C(=O)NCCCN(C)C)cc1	28	·	·
c1cncc(Cc2cc3ccccc3[nH]2)c1	24	0.83	0.37
COc1ccc(C(=O)O)cc1NS(=O)(=O)c1cccc2nsnc12	·	1.1	1.6
C=CCOc1cccc(C2C(C(=O)c3cccs3)=C(O)C(=O)N2Cc2cccnc2)c1 (configuration not stated)	-52	·	·
O=C(N/N=C/C1CCCCC1)c1ccccn1	0	-0.31	-0.41
COC(=O)c1ccccc1NC(=O)CSc1nnc(C(CO)NC(=O)c2ccccc2)n1C (configuration not stated)	-39	1.2	-0.68
COc1cccc(C(=O)Nc2cc(C)ccc2NC(=O)COc2ccccc2)c1	34	-0.78	-0.96
CN(Cc1ccc(F)cc1)C(=O)COc1ccccc1-c1ccccc1	·	0.35	0.88
O=C(NCCCN1CCOCC1)c1sc2cc(F)ccc2c1Cl	27	·	·

Following part.
SMILES	INS promoter inh	sdo1 growth	sdo1 growth Rescue 24 h
O=C(Nc1ccccc1)O/N=C/c1ccccc1Cl	-87	-0.48	-0.78
COc1cc(C=O)ccc1OCCSc1ccc(Cl)cc1	-23	-0.59	-0.39
COC(=O)c1cc(-c2ccc(C)o2)nc2ccccc12	-136	-1.5	-1.7
COc1ccc(OC)c(N(CC(=O)NC2CC2)S(=O)(=O)c2ccc(C)cc2)c1	·	-1.1	-1.5
CN(C)/C=C(/C(=O)c1ccc(Cl)c(Cl)c1)S(C)(=O)=O	-15	·	·
CN(C(=O)c1cc2n(n1)C(C(F)(F)F)CC(c1ccco1)N2)c1ccc(OC(F)(F)F)cc1 (configuration not stated)	21	-0.3	2.1
CC(OC(=O)C1=NNC(=O)CC1)C(=O)Nc1ncc(Cl)cc1Cl (configuration not stated)	48	·	·
CC1=NN(c2ccccc2)C(=O)C1N=Nc1ccc(N)cc1 (configuration not stated)	16	-2	-1.4
CC12CCC(C(=O)Nc3ncc([N+](=O)[O-])s3)(OC1=O)C2(C)C (configuration not stated)	14	-0.1	0.01
COc1ccc2c(Cl)c(C(=O)NCCCn3ccnc3)sc2c1Cl	-31	-0.8	0
CCCC(=O)NC(=S)NNC(=O)c1ccc([N+](=O)[O-])cc1	-33	-0.49	-0.27
Cc1nc(SCC(=O)Nc2ccccc2)c2oc3ccccc3c2n1	7	-2.3	-1.7
CCCn1c(=N)n(CC(=O)c2ccc([N+](=O)[O-])cc2)c2ccccc21	-46	·	·
COc1cc([N+](=O)[O-])ccc1NC(=O)Cc1ccc(F)cc1	0	-0.04	-0.42
CCOC(=O)c1c(C)nc2c(c1C)/C(=N/O)CC(C)(C)C2	·	0.69	0.31

Some of the entries so far, with the structure last:
INS promoter inh	sdo1 growth	sdo1 growth Rescue 24 h	SMILES
-23	-0.59	-0.39	COc1cc(C=O)ccc1OCCSc1ccc(Cl)cc1
-136	-1.5	-1.7	COC(=O)c1cc(-c2ccc(C)o2)nc2ccccc12
·	-1.1	-1.5	COc1ccc(OC)c(N(CC(=O)NC2CC2)S(=O)(=O)c2ccc(C)cc2)c1
-15	·	·	CN(C)/C=C(/C(=O)c1ccc(Cl)c(Cl)c1)S(C)(=O)=O
21	-0.3	2.1	CN(C(=O)c1cc2n(n1)C(C(F)(F)F)CC(c1ccco1)N2)c1ccc(OC(F)(F)F)cc1 (configuration not stated)
48	·	·	CC(OC(=O)C1=NNC(=O)CC1)C(=O)Nc1ncc(Cl)cc1Cl (configuration not stated)
16	-2	-1.4	CC1=NN(c2ccccc2)C(=O)C1N=Nc1ccc(N)cc1 (configuration not stated)
14	-0.1	0.01	CC12CCC(C(=O)Nc3ncc([N+](=O)[O-])s3)(OC1=O)C2(C)C (configuration not stated)
-31	-0.8	0	COc1ccc2c(Cl)c(C(=O)NCCCn3ccnc3)sc2c1Cl
-33	-0.49	-0.27	CCCC(=O)NC(=S)NNC(=O)c1ccc([N+](=O)[O-])cc1
7	-2.3	-1.7	Cc1nc(SCC(=O)Nc2ccccc2)c2oc3ccccc3c2n1
-46	·	·	CCCn1c(=N)n(CC(=O)c2ccc([N+](=O)[O-])cc2)c2ccccc21
0	-0.04	-0.42	COc1cc([N+](=O)[O-])ccc1NC(=O)Cc1ccc(F)cc1
·	0.69	0.31	CCOC(=O)c1c(C)nc2c(c1C)/C(=N/O)CC(C)(C)C2

New compounds follow.
SMILES	INS promoter inh	sdo1 growth	sdo1 growth Rescue 24 h
O=C(NCc1ccccc1)c1ccc(F)c(S(=O)(=O)N2CCOCC2)c1	·	-0.46	-0.57
COc1ccccc1N(C(=O)c1ccncc1)c1nc(-c2ccc([N+](=O)[O-])cc2)cs1	-5	-1.6	-1.1
COc1ccc(Oc2nc(C)cc(C)c2C#N)cc1	0	-0.6	-0.59
Cc1oc(-c2ccc(Cl)cc2)nc1CS(=O)CC(=O)NCCN1CCCC1 (configuration not stated)	·	0.98	0.56
CCC(C)NC(=O)Cc1cn(C)c2ccccc12 (configuration not stated)	-19	0.62	-0.13
COc1ccc(C2=NO[C@@H]3C(=O)N(C4CCCCC4)C(=O)[C@H]23)cc1OC	-13	0.27	-0.24
COc1ccc(CC2(C)OC(c3ccc(Cl)cc3)=NN2C(C)=O)cc1 (configuration not stated)	·	-0.62	-1.4
Cc1ccc(/C=N/Nc2ncc(Cl)cc2Cl)s1	46	-0.19	-0.07
CCn1nc(C)c(CNC(=O)CC2C(=O)NCCN2Cc2ccc(C)o2)c1C (configuration not stated)	22	·	·
CCC1(c2ccccc2)C(=O)NCNC1=O	18	-0.19	-1.3
COc1ccccc1CN1C(=O)c2cccc3cccc(c23)C1=O	·	0.05	1.3
O=C(CNS(=O)(=O)c1ccc(C(=O)N2CCOCC2)cc1)N1CCOCC1	·	-0.01	-0.52
CCNC(=S)N/N=C/c1ccc(OCC(=O)Nc2ccc(C)cc2)cc1	44	-0.48	-0.09
CC(C)(C)NC(=O)NC(=O)COC(=O)c1ccc(OC(F)F)cc1	0	1.2	1.7
C=CCOC(=O)C1=C(C)OC(N)=C(C#N)C1c1ccc(F)cc1 (configuration not stated)	·	0.53	0.52

Later entries.
SMILES	INS promoter inh	sdo1 growth	sdo1 growth Rescue 24 h
CN(C)/C=C/C(=O)c1cnc(-c2ccc(Cl)cc2)s1	-73	·	·
COC(=O)CN1C(=O)C2(C(C#N)=C(N)Oc3cc(C)oc(=O)c32)c2ccccc21 (configuration not stated)	·	-0.26	-1
O=C(Nc1ccc2c(c1)OCO2)c1ccccc1SCC(=O)N1CCCC1	-7	0.35	-0.65
O=C(Nc1ccc(N2CCN(C(=O)c3ccco3)CC2)c(Cl)c1)c1cc2ccccc2o1	52	-1.1	-0.34
CCS(=O)(=O)N1Cc2ccccc2CC1C(=O)N1CCN(c2cccc(C)c2C)CC1 (configuration not stated)	-9	-0.25	-0.12
CCN1CN(Cc2ccco2)CNC1=S	45	0.26	-0.15
CCN1/C(=C/C(=O)c2ccco2)Sc2ccccc21	·	0.8	0.16
CCCC1S/C(=N/N=C/c2ccco2)NC1=O (configuration not stated)	29	0.3	-0.31
O=C1c2ccccc2C(=O)N1CCCC(=O)N1CCCc2ccccc21	-9	-0.39	-0.18
COc1cccc(NC(=O)c2nnn(Cc3ccc(Br)cc3F)c2N)c1	·	0.39	0.04
Cc1ccc2cn[nH]c2c1[N+](=O)[O-]	11	·	·
Cn1c(CSc2nnc(SCc3ccccc3)s2)nc2ccccc21	·	-0.35	-0.03
COc1cc(C)c(S(=O)(=O)NCc2ccc3c(c2)OCO3)cc1C	·	-0.97	-1.1
CCn1cc(C(=O)OCC(=O)Nc2ccc(S(=O)(=O)N3CCCC3)cc2)c(=O)c2ccc(C)nc21	42	1.8	2
Cc1ccc(CSCCNC(=O)c2cccc([N+](=O)[O-])c2)cc1	25	-0.56	-0.98

(list continues)
SMILES	INS promoter inh	sdo1 growth	sdo1 growth Rescue 24 h
C=CCn1c(SCC(=O)Nc2nnc(CC)s2)nnc1-c1cccnc1	-10	0.95	0.24
COc1cc(OC)c(C2N(c3ccc(Cl)c(Cl)c3)C(=O)C3CCCN32)cc1OC (configuration not stated)	·	-0.05	0.42
NC(=O)CSc1nnc(Cc2ccc3c(c2)OCO3)n1C1CCCCC1	·	0.8	0.15
COc1ccc(Oc2ccc(N/C=C3\CCCC3=O)cc2)cc1	-45	-0.79	-0.21
COc1ccc(C(=O)NNc2ccccc2)cc1	21	-0.4	-0.35
COc1ccccc1S(=O)(=O)c1ccccc1[N+](=O)[O-]	-42	0.1	-1.1
O=c1[nH]cnc2scc(-c3ccc(Br)cc3)c12	7	·	·
Cc1ccc(N(CC(=O)Nc2cccc(C)c2)S(=O)(=O)c2cccc3nonc23)cc1	·	0.6	1.4
CC(C)C(=O)c1cn(CC(=O)NCc2ccc3c(c2)OCO3)c2ccccc12	-283	-1.1	-0.87
CCC(C)(C(=O)NC1CCCC1)N(C(=O)c1cnccn1)c1ccccc1 (configuration not stated)	·	-0.57	-0.72
Nc1n[nH]c(CCCO)n1	20	0.54	-1.1
O=C(Nc1nnc(CC(=O)N2CCOCC2)s1)c1cccs1	62	0.53	-0.44
CCOC(=O)c1cc(CC)sc1NC(=O)c1cccc(N2C(=O)CCC2=O)c1	·	-0.96	-0.71
COc1cc(NC(=O)NS(=O)(=O)c2ccc(C)cc2)cc(OC)c1	29	0.09	0.27
O=C(C1CC1(c1ccccc1)c1ccccc1)N1CCOCC1 (configuration not stated)	22	2.5	2.5

More structures.
SMILES	INS promoter inh	sdo1 growth	sdo1 growth Rescue 24 h
CCC(C)(C(=O)NC1CCCCC1)N(Cc1ccco1)C(=O)c1cnccn1 (configuration not stated)	i	-0.26	-0.53
CCCNC(=O)c1ccc(SCC(=O)N(CC)CC)c([N+](=O)[O-])c1	40	·	·
CCOc1cc(-n2ncc(C#N)c2N)nc(SC)n1	-29	-1.3	0.03
CNC(=S)N1CCc2cc(OC)c(OC)cc2C1COc1ccc(OC)cc1 (configuration not stated)	12	·	·
OCCCNC(=S)Nc1ccc(Nc2ccccc2)cc1	29	·	·
C=CCOc1cccc(C2/C(=C(\O)c3ccc(F)cc3)C(=O)C(=O)N2CCN(C)C)c1 (configuration not stated)	-22	0.47	-0.73
COc1cccc(-c2cc(C(=O)Nc3ccccc3SC)no2)c1	·	-0.19	0.67
CCOc1ccc(NC(=O)CN(C)CC(=O)Nc2ccccc2C#N)cc1OCC	·	0.51	0.21
COc1ccc(CCNC(=O)C2CCN(S(=O)(=O)N3CC(C)CC(C)C3)CC2)cc1OC (configuration not stated)	-54	0.71	0.59
O=[n+]1c2c(n([O-])c3cc(F)c(F)cc31)CCCC2	21	1.2	0.49
CCN(CC)c1nc2c(s1)C(=O)NCCC2	46	0.35	-0.3
CCc1ccc(CNC(=O)C(=O)NCCc2ccc(OC)c(OC)c2)cc1	-4	·	·
Cc1ccc(/C=N/N2C(=S)SC(C)(C)C2N(O)C(=O)Nc2ccc([N+](=O)[O-])cc2)cc1 (configuration not stated)	-18	-0.37	-0.49
CC(C)Cn1c(-c2ccncc2)n[nH]c1=S	65	·	·
Cc1cc(N2CCCCC2)n2ncc(-c3ccccc3)c2n1	27	-2.3	-1.4

More entries follow.
SMILES	INS promoter inh	sdo1 growth	sdo1 growth Rescue 24 h
CSCC[C@@H](C(=O)O)N1Cc2ccccc2C1=O	·	1.2	0.29
CC(=O)c1c(N2CCOCC2)[nH]c(-c2ccccc2)nc1=S	-221	0.48	0.7
COC(=O)c1ccccc1NC(=S)NC(=O)c1ccc(C)cc1	·	0.53	0.78
CC1=C(C(=O)Nc2ccccc2)C(c2ccco2)C(C#N)=C(SCc2ccccc2)N1 (configuration not stated)	-21	-0.85	-0.94
Cc1ccccc1OCCOc1ccccc1C=C(C#N)C#N	-121	-1.5	-1.4
CCCC(NC(=O)CCl)c1ccccc1 (configuration not stated)	·	0.29	-0.31
Cc1noc(C)c1COC(=O)Cn1c(C)nc2ccccc21	32	0.24	-0.8
CC(C)(C)CN1CCNC(=O)C1CC(=O)NCc1cccc(-n2cccn2)c1 (configuration not stated)	17	·	·
O=C(Nn1c(C2CC2)nc2ccccc2c1=O)c1ccco1	·	0.05	-0.28
Cc1ccc(C2NC(=O)c3ccccc3N2)s1 (configuration not stated)	·	0.27	-0.54
CCCCn1c(SCC(=O)N(CC)C2CCS(=O)(=O)C2)nc2cc(S(N)(=O)=O)ccc21 (configuration not stated)	0	·	·
O=C(c1ccccc1)c1nc2ccccc2[nH]c1=O	·	-0.07	-0.6
Cn1c(=O)n(CC(=O)Nc2ccc(F)cc2)c2ccccc21	26	0.03	-0.03
Cc1nc2ccccc2nc(=O)c1NNc1ccccc1	10	-0.93	-1.6
O=C1c2cc3ccccc3c(-c3ccccc3)c2C(=O)N1c1ccccn1	10	-0.31	-0.21
Oc1csc(Cc2nc(-c3ccccc3F)cs2)n1	20	·	·

Compound activity: PubChem BioAssay, several laboratories
